# High-throughput results: PubChem BioAssay, several laboratories
# DTT redox prof – compounds producing H2O2 with reducing agent – biochemical, NIH compound library profiling, artefact control for MLSCN library redox annotation, primary screen. DTT-dependent redox cycling H2O2, phenol red/HRP absorbance; 100% = 100 µM peroxide control, 0% = buffer. activation, % at 10 µM. actives 0.03% (n = 200,000). AID 878, 2007;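 active means activation of at least 50% relative to the plate's high and low controls in the primary single-dose screen; inactive means activation below 50%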;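 further: compound incubated with DTT at 0.8 mM final as the reducing agent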
# PPARg SRC-1 ag – PPARgamma agonists recruiting SRC-1 coactivator, primary screen, biochemical; PPARgamma-SRC-1 coactivator recruitment biochemical assay; activation, % at 8 µM; actives 0.41% (n = 200,000); AID 631, 2007; in the data active means activation above about 19%;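 further: 0% = DMSO and 100% = reference agonist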
# TR-FRET SRC-2 ct – TR-FRET signal artefacts, primary screen, artefact control for PPARgamma SRC-2 agonist project, biochemical; TR-FRET artefact counter-screen; hits give high values; TR-FRET ratio at 8 µM; actives 0.4% (n = 200,000); in the data active means TR-FRET ratio above about 2000; further: inactives centre near 1500
# bIAP activator – bovine intestinal alkaline phosphatase activators, primary screen, biochemical, bovine IAP, CDP-star luminescence | alkaline phosphatase, intestinal [Bos taurus] | purified bovine IAP, 30 min; hits give high values; fold of DMSO-control signal, blank-subtracted | activation factor at 20 µM | actives 0.17% (n = 200,000) | AID 1016, 2008;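 active means activation factor of 2 or more at 20 µM, a signal rise over negative controls twice the positive control's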
# TLR4 MyD88 comp – inhibitors of TLR4-MyD88 association in cells, primary screen, cell-based, HeLa CL3-4, BLA complementation, FRET ratio; Toll-like receptor 4 (Homo sapiens) + Myeloid differentiation primary response protein …; HeLa CL3-4 TLR4/MyD88 BLA complementation; inhibition, % at 8.4 µM; actives 0.18% (n = 200,000); AID 861, 2007; in the data active means inhibition above about 25%;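 further: 0% = vehicle and 100% = reference inhibitor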
# S1P3 antag – S1P3 receptor antagonists, primary screen, cell-based; inhibition, % at 4.98 µM; CHO S1P3 NFAT-BLA reporter, FRET fluorescence, antagonist mode; actives 0.27% (n = 170,000); Sphingosine 1-phosphate receptor 3 (Homo sapiens), Q99500;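 active means inhibition above the plate cutoff, the mean inhibition of test wells on that plate plus 3 SD, cut at about 28% in these data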;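 further: cells challenged with S1P at its EC80 of 0.8 µM; blue over green emission ratio from cleaved BLA substrate after 4 h stimulation; 0% = S1P-stimulated wells and 100% = unstimulated DMSO-only wells; some compounds past the cut are filed as inactive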
# Target sequence (Q99500 whole entry, looked up): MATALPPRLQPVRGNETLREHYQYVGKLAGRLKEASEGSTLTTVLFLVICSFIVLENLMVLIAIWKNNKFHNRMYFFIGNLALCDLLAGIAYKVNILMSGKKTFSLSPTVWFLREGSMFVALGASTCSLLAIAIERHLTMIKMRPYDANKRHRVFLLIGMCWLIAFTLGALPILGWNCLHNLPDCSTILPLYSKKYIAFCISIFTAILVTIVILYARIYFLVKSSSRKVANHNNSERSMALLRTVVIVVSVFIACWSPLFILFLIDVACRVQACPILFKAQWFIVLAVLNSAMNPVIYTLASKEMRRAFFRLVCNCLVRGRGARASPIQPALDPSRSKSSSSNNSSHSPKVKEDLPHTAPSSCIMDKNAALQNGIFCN
# ROMK mod – ROMK potassium channel modulators, primary screen, cell-based, thallium flux, MLSMR library. ATP-sensitive inward rectifier potassium channel 1 (Homo sapiens), P48048. actives 2% (n = 130,000). B-score at 10 µM. Tet-inducible ROMK, thallium flux fluorescence; actives lie on both sides;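 active means signal ratio slope over the read window, or its plate-corrected B-score, at least 3 SD from the plate mean, either direction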;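 further: B-score of the F/F0 ratio slope over 7 to 12 s after thallium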
# Target sequence (P48048 whole entry, looked up): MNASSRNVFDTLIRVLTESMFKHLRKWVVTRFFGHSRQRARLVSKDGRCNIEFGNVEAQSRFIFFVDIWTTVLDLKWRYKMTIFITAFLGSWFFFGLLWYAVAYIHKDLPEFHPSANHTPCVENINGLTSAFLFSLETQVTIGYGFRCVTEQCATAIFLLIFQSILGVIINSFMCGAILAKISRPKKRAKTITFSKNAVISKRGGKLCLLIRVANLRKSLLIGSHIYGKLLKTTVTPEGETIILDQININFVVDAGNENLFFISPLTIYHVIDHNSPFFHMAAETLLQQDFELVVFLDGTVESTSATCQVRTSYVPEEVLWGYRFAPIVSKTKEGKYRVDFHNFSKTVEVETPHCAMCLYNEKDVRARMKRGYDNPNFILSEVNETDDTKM
# PPARg SRC-2 ag – agonists of PPARg-SRC-2 recruitment, primary screen, biochemical, HTS; Peroxisome proliferator-activated receptor gamma (Homo sapiens), P37231; PPARgamma LBD-SRC-2 recruitment; activation, % at 8 µM; actives 0.34% (n = 200,000); in the data active means activation above about 22%;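 further: 0% = vehicle and 100% = reference agonist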
# bIAP inh – bovine intestinal alkaline phosphatase inhibitors, primary screen, selectivity assay for TNAP inhibitor project, biochemical, bovine IAP, CDP-star luminescence | alkaline phosphatase, intestinal [Bos taurus] | purified bovine IAP, 30 min | inhibition, % at 20 µM | 190,000 tested, under 10 active | AID 1019, 2008;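 active means over 50% inhibition of intestinal alkaline phosphatase at 20 µM in the single-dose screen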
#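 test system = bovine IAP enzyme | medium = DEA buffer 100 mM, pH 9.8, with MgCl2 1.0 mM, ZnCl2 0.02 mM | detection = luminescence | dosing = single compound dose of 20 µM, 2% DMSO final | incubation = 30 min reaction at room temperature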
# L major viab – Leishmania major promastigote growth inhibition, primary screen; AID 1063, 2008; inhibition, % at 10 µM; actives 9% (n = 200,000); Leishmania major promastigotes, resazurin fluorescence viability; in the data active means inhibition above about 50%;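 further: promastigotes grown with compound for 44 hours at 28 °C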
# PPARg SRC3 recr – PPARgamma agonists recruiting SRC-3 coactivator, primary screen, biochemical; Peroxisome proliferator-activated receptor gamma (Homo sapiens), P37231; biochemical PPARgamma/SRC-3 coactivator recruitment assay; activation, % at 8 µM; actives 0.26% (n = 200,000); AID 731, 2007; in the data active means activation above about 23%;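 further: 0% = DMSO and 100% = reference agonist; some compounds past the cut are filed as inactive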
# Numbers without * were called inactive; / = not tested or not shown.
SMILES,DTT redox prof,PPARg SRC-1 ag,TR-FRET SRC-2 ct,bIAP activator,TLR4 MyD88 comp,S1P3 antag,ROMK mod,PPARg SRC-2 ag,bIAP inh,L major viab,PPARg SRC3 recr
Cc1cc(C(=O)COC(=O)c2ccc3c(c2)OCO3)c(C)n1CC1CCCO1 (stereo not drawn),-0.2,10.9,1630,1.1,-9.4,1.8,-0.464,1.8,-6.0,0.7,-0.1
COc1ccc(NC(=O)C2=C(C)NC(=O)NC2c2cccc(OC)c2OC)c(OC)c1 (stereo not drawn),0.4,1.0,1676,0.9,4.1,/,-0.556,14.7,7.0,-0.7,2.3
COC(=O)c1c(C)[nH]c(C(=O)OCC(=O)N2c3ccccc3NC(=O)C2(C)C)c1C,0.4,-3.9,1619,1.1,-1.2,-3.5,-0.138,-10.4,-5.1,34.0,-0.6
Cc1ccc(-c2nnc3sc(C4COc5ccccc5O4)nn23)cc1 (stereo not drawn),-2.5,3.1,1559,1,6.5,-7.4,/,4.8,2.9,-4.7,-5.8
Fc1ccc2nc(Nc3nc4cc5c(cc4s3)OCCO5)sc2c1,0.3,8.0,2038*,0.9,-19.5,-7.4,0.457,2.7,7.8,46.4,3.7
CN(C)S(=O)(=O)c1cccc(C(=O)Nc2cc(Cl)cc(Cl)c2)c1,0.2,2.6,1677,0.8,-5.3,/,-0.817,-5.0,15.9,49.7,6.2
O=C(CCc1ccccc1)Nc1nc2nc(-c3ccccc3)cc(=O)n2[nH]1,1.6,-5.9,1433,0.8,3.6,-12.0,0.328,-0.2,15.7,-8.3,-3.7
CCNS(=O)(=O)c1ccc2nc(NC(=O)/C=C/c3cc(OC)c(OC)c(OC)c3)sc2c1,-0.1,-0.8,1368,1.1,3.0,7.7,0.0188,-0.7,-6.7,51.9*,5.1
COc1ccccc1N1CCN(C(=O)c2sc3nc(-c4ccccc4)cn3c2C)CC1,-0.6,2.0,1669,1.1,-5.2,11.9,-1.89,7.8,-5.7,11.9,1.8
COc1ccc(C2=NNC(c3cccnc3)=Nc3ccc(OC)cc32)cc1,-2.2,-4.2,1778,1,-13.4,-4.8,-0.0751,4.4,-3.7,4.6,-2.1
COCc1cc(C)nc2sc(C(=O)Nc3nccs3)c(N)c12,-0.7,11.7,1709,1.1,8.6,8.2,/,5.6,-6.5,-3.9,7.9
CCCSc1nc2ccccc2n1CC(=O)O,-1.2,8.7,1482,1,-19.0,10.5,/,3.7,2.6,-1.6,3.6
O=C(NCCN1C(=O)C2C3C=CC(C3)C2C1=O)Nc1ccccc1 (stereo not drawn),-1.0,-3.1,1551,1.1,-14.2,-24.3,/,-10.1,-10.8,2.4,-4.0
O=C1c2ccccc2C(=O)N1CC1c2ccccc2CCN1C(=O)N1CCOCC1 (stereo not drawn),-0.1,3.4,1459,1,-12.4,/,-0.133,-0.9,1.9,-4.3,-0.6
CC1CCCCN1CC(=O)NC(c1ccccc1)c1ccccc1 (stereo not drawn),-0.5,-8.0,1464,1,2.3,-3.2,-0.854,3.4,-4.2,4.8,1.8
Cc1ccc(C(=O)NNC(=O)C(C)Sc2nc(N)cc(N)n2)cc1 (stereo not drawn),-3.9,-9.9,1280,1.1,5.7,/,/,0.7,-11.6,-1.8,-2.2
CC(=O)OC(C(=O)N1CCOCC1)c1c(F)cccc1F (stereo not drawn),-1.4,10.9,1488,1.2,-9.6,-19.3,/,4.8,-16.5,2.2,7.3
O=C(Nc1ccc(F)cc1F)c1cc2ncc(Br)cn2n1,0.5,6.4,1715,0.9,-0.8,-4.3,/,5.9,5.1,-4.4,3.7
CC(C)CNC(=O)COC(=O)/C=C/c1ccco1,-0.2,-2.0,1481,1,-3.2,3.5,0.547,-6.9,3.6,-5.1,-2.2
CC(C)CC(=O)NC(=S)NNC(=O)c1ccc([N+](=O)[O-])cc1,0.2,0.4,1448,0.9,-0.2,-12.0,/,-0.7,7.2,18.1,1.8
CSc1nnc(C)c(=O)n1COC(=O)c1ccc(S(=O)(=O)N2CCCC2)cc1,1.0,2.6,1334,0.9,-6.9,-2.9,/,-3.6,5.8,0.3,2.8
Cc1ccc(CNC(=S)Nc2cc(C(=O)O)ccc2C)cc1,-0.9,6.8,1577,0.9,-6.0,-4.2,0.206,1.0,5.2,-0.8,-1.4
c1ccc(-c2ccc(CN3CCN(c4ncccn4)CC3)cc2)cc1,-0.5,5.5,1479,1,6.6,25.9,/,8.9,-0.4,-0.8,9.4
COCCCn1c(-c2ccccc2)nc2ccccc2c1=O,1.4,6.7,1641,0.9,-19.4,17.8,/,1.8,6.8,0.8,-1.3
Nc1c(N2CCCC2)c2ccccc2oc1=O,-1.0,4.0,1734,1,-8.3,-11.4,0.573,9.2,2.5,-5.9,5.7
SMILES,DTT redox prof,PPARg SRC-1 ag,TR-FRET SRC-2 ct,bIAP activator,TLR4 MyD88 comp,S1P3 antag,ROMK mod,PPARg SRC-2 ag,bIAP inh,L major viab,PPARg SRC3 recr
C[C@H](CO)NC(=O)[C@H](C)[C@H]1C[C@]1(C)[C@H](NC(=O)OCc1ccccc1)c1ccccc1,0.2,0.8,1595,0.7,-4.2,9.4,-0.019,8.0,33.8,-1.6,-2.0
O=C(Nc1nnc(-c2ccco2)o1)c1ccc2ccccc2c1,-0.1,-4.4,1608,0.8,0.0,-12.9,0.834,2.1,16.9,68.9*,1.0
O=S(=O)(N/N=C\C=C\c1ccccc1)c1ccc(Br)cc1,-0.2,11.1,1598,1,3.6,/,/,6.6,0.2,96.7*,9.0
Cc1cc(C(=O)OCC(=O)N2CCOCC2)ccc1[N+](=O)[O-],-0.1,2.4,1554,0.9,-2.4,-19.2,-0.385,-3.0,9.0,-8.1,-5.9
COC(=O)c1c(NC(=O)CSc2ncnc3[nH]ncc23)sc2c1CCC2,0.0,3.0,1637,1.2,7.4,-4.7,1.54,4.0,-22.4,0.9,-1.6
O=C1c2ccccc2NC(c2ccc(Cl)cc2Cl)N1O (stereo not drawn),-4.8,5.3,1568,0.9,-5.6,-14.7,/,1.0,5.4,70.0*,0.7
Cc1ccc2nc(-c3ccncc3)c(NC3CCCC3)n2c1,0.2,-1.6,1523,1,-7.2,-1.7,-1.49,-3.4,3.6,30.8,5.4
COc1cccc(NC(=O)CSc2nc3c(oc4ccccc43)c(=O)[nH]2)c1,0.0,2.2,1615,0.9,0.0,-0.6,-0.334,-2.0,10.1,46.6,3.6
CC1CCN(c2ccc(C(=O)N3CCOCC3)cc2[N+](=O)[O-])CC1,1.6,-4.8,1525,1,15.0,/,/,1.4,2.8,-7.3,9.3
CC(C)C1N=C2c3ccccc3N=C(SCC#N)N2C1=O (stereo not drawn),-0.1,11.1,1427,0.9,-2.5,8.9,0.841,13.9,5.1,0.8,16.6
CN(C)c1cc[n+](CC(=O)c2ccc(-c3ccccc3)cc2)cc1,-0.3,0.7,1411,0.9,-4.1,-5.1,0,7.6,12.6,100.1*,3.3
O=C(CSc1nnc(-c2ccc(Cl)s2)o1)N1CCc2ccccc21,0.2,-6.8,1399,0.9,-14.2,-27.0,/,-1.5,8.7,-2.1,-3.2
CCCCOc1ccc(C(=O)OCC(=O)Nc2cc(C)on2)cc1,-2.0,8.0,1461,1,4.5,-6.5,0.105,8.6,-2.4,-5.1,2.2
CC(C)CC(=O)c1c[nH]c(C(=O)O)c1,-1.5,3.9,1538,1,6.6,-12.6,0.351,3.6,-0.3,-7.8,5.6
CCCC(=O)Nc1nnc(-c2ccccc2)o1,-0.2,-1.1,1583,0.9,-7.4,3.2,/,4.2,12.0,-6.1,2.7
O=c1[nH]c(CN2CCN(c3ccc(O)cc3)CC2)nc2scc(-c3ccc(Cl)cc3)c12,-0.3,-0.8,1518,1.5,-11.9,-3.9,-0.113,-3.3,-47.0,39.6,-1.4
O=C(NNS(=O)(=O)c1ccc(Cl)cc1)c1sccc1-n1cccc1,1.9,5.3,1465,1,-5.1,/,/,0.7,0.0,0.4,-4.3
CCOc1ccc(-n2c(SCC(=O)Nc3ccc4c(c3)OCCO4)nc3c(c2=O)SCC3)cc1,-3.9,-2.3,1226,1,-9.4,/,-0.562,-0.4,2.6,12.7,-4.9
O=C(c1cnccn1)N(Cc1cccs1)C1(C(=O)NC2CCCC2)CCCCC1,2.8,1.2,1711,0.8,-13.5,-2.3,-0.0383,2.0,16.0,0.5,0.0
COc1ccc(S(=O)(=O)N2CCCC(C(F)(F)F)C2)cc1 (stereo not drawn),-0.2,3.3,1597,1.1,-2.2,-0.6,-0.324,4.5,-5.5,-1.3,-0.4
COc1cc(C(C(=O)NC2CCCCC2)N(Cc2ccco2)C(=O)c2cnccn2)cc(OC)c1OC (stereo not drawn),-0.4,1.2,1618,1.1,-12.2,-12.7,-13.4*,4.2,-11.8,-1.6,4.6
Cc1ccc(-c2nc(C#N)c(N3CCCCC3)o2)cc1,-0.5,-0.2,1755,0.9,6.1,-26.7,/,12.4,7.9,2.9,8.1
CCCCN(C)C(=O)Cn1cnc2sc(C)cc2c1=O,-0.1,4.5,1595,0.9,-6.7,-6.1,/,8.0,8.8,-7.9,-2.3
CCSc1cc(N2CCCC2)nc(-c2ccccc2Cl)n1,-0.5,0.5,1485,1.1,-2.6,11.0,/,-6.1,-10.8,31.5,2.2
COc1ccc(C(=O)NCCN2CCOCC2)cc1OC,0.7,4.0,1390,1,6.0,/,/,-0.6,-1.1,2.0,-6.0
CC(C)CNS(=O)(=O)c1ccc(CCC(=O)N2CCN(Cc3ccc4c(c3)OCO4)CC2)cc1,0.0,1.0,1481,1,-3.3,13.3,/,-2.6,4.6,0.2,5.8
COc1ccc(NC(=S)Nc2cccc(Cl)c2)cc1OC,0.0,7.8,1548,1,5.0,-1.2,-0.0713,-1.2,3.5,8.5,1.2

# A different layout for three compounds above.
smiles	DTT redox prof	PPARg SRC-1 ag	TR-FRET SRC-2 ct	bIAP activator	TLR4 MyD88 comp	S1P3 antag	ROMK mod	PPARg SRC-2 ag	bIAP inh	L major viab	PPARg SRC3 recr
CC(C)C1N=C2c3ccccc3N=C(SCC#N)N2C1=O (stereo not drawn)	-0.1	11.1	1427	0.9	-2.5	8.9	0.841	13.9	5.1	0.8	16.6
c1ccc(-c2ccc(CN3CCN(c4ncccn4)CC3)cc2)cc1	-0.5	5.5	1479	1	6.6	25.9	/	8.9	-0.4	-0.8	9.4
Cc1ccc2nc(-c3ccncc3)c(NC3CCCC3)n2c1	0.2	-1.6	1523	1	-7.2	-1.7	-1.49	-3.4	3.6	30.8	5.4

# The order is random (roughly 11% active in at least one column).
